Source: PubChem (several laboratories)
IDE cell inh: human IDE inhibitors in live cells, primary screen, fluorescence polarization, HEK cells, FAbetaB substrate. Insulin-degrading enzyme (Homo sapiens), P14735. FAbetaB cleavage. inhibition, % at 5.59 µM. 0.41% of 320,000 active. AID 434962, 2010;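 active = percent inhibition above the average of all tested compounds plus 3 SD, set per screening campaign, cut at about 16% in these data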;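 also: IDE supplied by intact live HEK cells; FP after avidin binding of uncleaved biotin substrate so inhibition keeps polarization high; 0% = DMSO wells and 100% = 60 µM reference IDE inhibitor Ii1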
IMP-1 inh: IMP-1 metallo-beta-lactamase inhibitors, primary screen, biochemical, epi-absorbance readout, Pseudomonas aeruginosa enzyme; AID 1556, 2009; inhibition, % at 5.6 µM; purified IMP-1, nitrocefin hydrolysis, epi-absorbance fluorescence; metallo-beta-lactamase IMP-1 (Pseudomonas aeruginosa); 0.45% of 290,000 active;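 active = inhibition above the mean plus 3 SD of all compounds in the same screening run, cut at about 4.5% in these data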;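 also: 0% = IMP-1 with DMSO and 100% = DMSO wells lacking enzyme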
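Assay system: purified IMP-1; Quantity: IMP-1 0.2 nM before substrate addition; Medium: HEPES buffer pH 7.1 with ZnSO4 and Brij 35; Incubation: 15 min enzyme–compound preincubation, then 25 min nitrocefin reaction, 25 °C; Signal: fluorescence quenching readout, ex 480/em 530 nm; Controls: DMSO with and without IMP-1; Repeats: singlicate testing.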
M18AAP inhibitor: PfM18AAP inhibitors, malaria aminopeptidase, primary screen, biochemical, QFRET, recombinant enzyme; H-Glu-NHMec fluorogenic cleavage; AID 1822, 2009; inhibition, % at 7.35 µM; 1.2% of 290,000 active;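 active = inhibition above the campaign mean inhibition over all tested compounds plus 3 SD, cut at about 28% in these data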;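 also: 0% = plate median of test compound wells and 100% = 2 mM ZnCl2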
VIM-2 inh: VIM-2 metallo-beta-lactamase inhibitors, primary screen, biochemical, epi-absorbance readout, Pseudomonas aeruginosa enzyme; 0.89% of 290,000 active; purified VIM-2, nitrocefin hydrolysis, epi-absorbance fluorescence; AID 1527, 2009; inhibition, % at 5.6 µM;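 active = inhibition above the mean of all tested compounds plus 3 SD, cutoff set per screening run, cut at about 7.5% in these data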;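 also: red hydrolysis product quenches plate fluorescence so inhibitors raise well fluorescence; 0% = enzyme with DMSO and 100% = DMSO without enzyme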
NALP1 inh: NALP1 inflammasome inhibitors in reconstituted yeast, colorimetric, S. cerevisiae, triplicate retest; inhibition, % at 10 µM; S. cerevisiae NALP1/ASC/caspase-1 growth, X-gal OD620, 72 h; 0.61% of 280,000 active; in the data active = inhibition mostly above about 24%, no sharp cut-off; inactive = mostly below about 32%; also: some compounds called inactive have numbers as strong as hits
GPR7 antagonist: GPR7 receptor antagonists, primary screen, cell-based, fluorescence, single concentration | inhibition, % at 4.4 µM | GPR7-expressing cells, fluorescence antagonist assay | 1.1% of 290,000 active | Neuropeptides B/W receptor type 1 (Homo sapiens), P48145; in the data active = inhibition above about 16%, passing the limit was not always enough;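 also: cells stimulated with the agonist NPW; 0% = agonist with vehicle and 100% = vehicle without agonist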
Target sequence (P48145 whole entry, looked up): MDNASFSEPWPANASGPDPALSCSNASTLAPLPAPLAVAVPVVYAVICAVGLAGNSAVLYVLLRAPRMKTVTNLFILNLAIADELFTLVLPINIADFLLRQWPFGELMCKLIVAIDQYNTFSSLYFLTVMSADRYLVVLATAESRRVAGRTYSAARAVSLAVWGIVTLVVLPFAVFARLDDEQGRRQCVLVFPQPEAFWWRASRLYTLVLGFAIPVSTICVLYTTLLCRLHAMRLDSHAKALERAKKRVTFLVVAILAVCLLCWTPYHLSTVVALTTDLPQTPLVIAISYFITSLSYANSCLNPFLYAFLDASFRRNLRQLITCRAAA
p-CIP stab down: p/CIP-EGFP fusion destabilizers, primary screen, fluorescence, F442A cells; Q05BA5; 16 h; decrease of EGFP signal, % at 10 µM; 0.01% of 290,000 active;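 active = EGFP signal decrease of at least 30% at 10 µM or well 3 SD below plate mean, unless failing retest; inactive = the rest, including hits failing retest or dose response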; also: some compounds called inactive have numbers as strong as hits; many of its hits are not listed in these tables
IDE cell activ: human IDE activators in live cells, primary screen, fluorescence polarization, HEK cells, FAbeta-B substrate; Insulin-degrading enzyme (Homo sapiens), P14735; FAbeta-B cleavage; 0% vehicle, 100% cell-free pure enzyme wells; activation, % at 5.96 µM; 0.073% of 340,000 active; AID 493087, 2011;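 active = activation above the mean of all tested compounds plus 3 SD, set per screening campaign, cut at about 17% in these data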
PHOSPHO1 block: PubChem AID 1565; Phosphoethanolamine/phosphocholine phosphatase (Homo sapiens), Q8TCT1; recombinant PHOSPHO1, absorbance phosphatase assay; inhibition, % at 13.3 µM; 1.1% of 290,000 active; in the data active = inhibition above about 60%
Target sequence (Q8TCT1 whole entry, looked up): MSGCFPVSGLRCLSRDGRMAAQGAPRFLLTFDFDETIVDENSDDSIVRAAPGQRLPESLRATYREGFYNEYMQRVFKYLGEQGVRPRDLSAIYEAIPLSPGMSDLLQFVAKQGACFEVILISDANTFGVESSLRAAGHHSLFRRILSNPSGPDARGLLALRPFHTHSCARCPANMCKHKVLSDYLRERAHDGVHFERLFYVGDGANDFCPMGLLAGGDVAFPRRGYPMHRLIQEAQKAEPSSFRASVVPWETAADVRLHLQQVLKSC
Starred values were filed as active, the others as inactive; · = no result given; & = joins results of further samples. Rows are unselected, and some 5.3% of all compounds hit somewhere here.

SMILES	IDE cell inh	IMP-1 inh	M18AAP inhibitor	VIM-2 inh	NALP1 inh	GPR7 antagonist	p-CIP stab down	IDE cell activ	PHOSPHO1 block
Cc1cccc(-n2c(O)c(C=NCc3ccccn3)c3ccccc3c2=O)c1	3	-3.9	14	-5.5	20	-3	2	3	5
CC(=O)Nc1ccc2nc(NC(=O)COc3ccccc3C)sc2c1	1	-0.3	-1	-1.9	7	-12	-8	-3	-5
Cc1c(Cl)cccc1NC(=S)N(C)CCC#N	0	-2.0	-8	1.2	20	-8	9	2	-9
CCC(C(=O)O)n1c(C(F)(F)F)nc2ccccc21 (configuration not stated)	2	-2.0	0	-2.8	-26	-12	-4	1	41
COCCSc1nnc(NC(=O)Cc2cccs2)s1	-2	0.5	-6	-2.6	-9	-5	-1	-2	-4
Cc1ccccc1OCc1nnc(SCC(=O)O)n1Cc1ccccc1	5	-3.7	-3	-2.4	-15	1	-5	-6	56
Cc1cnc(C(=O)OCC(=O)N2CCc3ccccc3C2)cn1	6	-2.3	-6	-0.2	-5	-2	-17	0	-14
Cn1c(=O)c2c(SCC(N)=O)nc(CC(C)(C)C)nc2n(C)c1=O	-3	-1.0	12	0.4	34	-4	-5	-3	14
COc1ccc(-n2c(=O)c3ccccc3n(CC(=O)Nc3cc(C)on3)c2=O)cc1OC	-2	-2.6	0	-2.4	29	-10	-6	2	-36
COc1ccc(C(=O)N2CCC(N3CCN(c4ccccc4)CC3)CC2)cc1OC	2	-1.1	3	0.7	35	3	-2	-1	14
Nc1cc(=O)[nH]c(=S)n1-c1ccccc1	0	-2.2	-20	-2.0	-18	-8	-3	0	46
COC(=O)c1cc(S(=O)(=O)N2CCN(c3cccc(OC)c3)CC2)cn1C	6	-3.7	-2	-2.8	16	-12	10	3	53

Sorted by length of the SMILES (smallest number first): 9 of the compounds above
SMILES	IDE cell inh	IMP-1 inh	M18AAP inhibitor	VIM-2 inh	NALP1 inh	GPR7 antagonist	p-CIP stab down	IDE cell activ	PHOSPHO1 block
Cc1c(Cl)cccc1NC(=S)N(C)CCC#N	0	-2.0	-8	1.2	20	-8	9	2	-9
Nc1cc(=O)[nH]c(=S)n1-c1ccccc1	0	-2.2	-20	-2.0	-18	-8	-3	0	46
CCC(C(=O)O)n1c(C(F)(F)F)nc2ccccc21 (configuration not stated)	2	-2.0	0	-2.8	-26	-12	-4	1	41
Cc1cnc(C(=O)OCC(=O)N2CCc3ccccc3C2)cn1	6	-2.3	-6	-0.2	-5	-2	-17	0	-14
CC(=O)Nc1ccc2nc(NC(=O)COc3ccccc3C)sc2c1	1	-0.3	-1	-1.9	7	-12	-8	-3	-5
Cn1c(=O)c2c(SCC(N)=O)nc(CC(C)(C)C)nc2n(C)c1=O	-3	-1.0	12	0.4	34	-4	-5	-3	14
COc1ccc(C(=O)N2CCC(N3CCN(c4ccccc4)CC3)CC2)cc1OC	2	-1.1	3	0.7	35	3	-2	-1	14
COC(=O)c1cc(S(=O)(=O)N2CCN(c3cccc(OC)c3)CC2)cn1C	6	-3.7	-2	-2.8	16	-12	10	3	53
COc1ccc(-n2c(=O)c3ccccc3n(CC(=O)Nc3cc(C)on3)c2=O)cc1OC	-2	-2.6	0	-2.4	29	-10	-6	2	-36

Additional records follow:
SMILES	IDE cell inh	IMP-1 inh	M18AAP inhibitor	VIM-2 inh	NALP1 inh	GPR7 antagonist	p-CIP stab down	IDE cell activ	PHOSPHO1 block
COc1cc(OC)cc(N2CC(C)(C)C2=O)c1	-9	-2.9	0	-2.3	-19	-1	2	·	28
Cc1cccc(-n2c(Cc3ccccc3)nnc2SCc2ccc([N+](=O)[O-])cc2)c1	-4	-1.2	5	-0.4	8	15	9	7	-21
O=C(NN1C(=O)c2ccccc2NC1c1ccccn1)c1ccc(Br)cc1 (configuration not stated)	-3	-2.4	23	-3.7	-2	1	-5	4	24
O=C1CN(C(=O)COC(=O)C2CCN(S(=O)(=O)c3ccccc3C(F)(F)F)CC2)c2ccccc2N1	-1	2.5	-1	-1.4	-15	-2	-3	2	10
O=C1Nc2ccccc2O/C1=C\c1c(F)cccc1Cl	3	-2.9	1	-1.7	22	-27	1	3	30
O=C(c1ccc(F)cc1F)N1CCCN(c2nc(-c3ccccc3)ns2)CC1	9	-5.3	4	-1.8	·	-3	-4	·	32
COC(=O)c1sc(NC(=O)c2csc3c2CCCC3)nc1C	10	-1.5	0	-2.4	·	-14	-13	-15	3
O=C(O)CN1CCN(Cc2ccccc2)C1=O	-1	-4.3	-10	0.9	12	-2	7	-1	2
COc1ccc(C(=O)N[C@H](C(=O)OCc2cc(=O)oc3cc(C)ccc23)C(C)C)cc1	-4	-0.9	1	-1.1	16	1	2	2	16
N=C1c2ccccc2CN1c1ccc(N2CCOCC2)c(S(=O)(=O)Nc2ccc(Cl)cc2)c1	7	-1.6	-3	-1.4	11	15	1	·	0
Cc1ccc(/C=C/C(=O)NCCCc2ccccc2)cc1	3	-0.8	-9	1.3	35	1	7	-1	-4
CCOC(=O)C(NC(=O)CC(C)C)(Nc1cc(C)on1)C(F)(F)F (configuration not stated)	1	-5.2	-4	-2.9	18	4	-11	0	20
CCc1nnc(NS(=O)(=O)c2ccc(NC(=O)/C=C/c3ccc(OC)cc3OC)cc2)s1	8	-3.5	-1	-4.6	34	-3	7	9	8
CC(C)c1nc2sc3c(c2c(=O)n1N)CC(C)(C)OC3	1	-1.7	0	-0.3	-8	-5	8	8	12
CCOC(=O)c1c(O)cc(C)[nH]c1=O	2	-2.0&-0.3	0&-5	-3.5&-1.0	·	-9&4	4&0	6	20&18
CC1(C)S[C@@H]2[C@H](NC(=O)[C@H](N)c3ccc(O)cc3)C(=O)N2[C@H]1C(=O)O	5	-3.6	7	-3.7	15	-6	-10	-2	1
CCC(=O)Nc1nc(-c2ccccc2)ns1	-1	-3.1	6	-1.7	15	-12	-9	-1	10
Cc1ccccc1N=Nc1c(C)[nH]n(C(N)=S)c1=O	2	-3.6	2	2.1	25	0	-6	4	3
CC(C)(C)c1ccc(C(=O)NCc2nnc(SCC(=O)NC3CCCCC3)o2)cc1	0	-1.0	8	-3.1	5	-7	-15	1	8
O=C1Nc2cc(C(=O)N3CCC(N4CCCCC4)CC3)ccc2S/C1=C\c1ccccc1	3	-1.7	4	28*	11	9	9	3	60
CCn1cc(/C=N/NC(=O)COc2cccc3cccnc23)c2ccccc21	-3	-0.2	3	3.5	28	3	7	2	-20
S=C(Nc1ccc(Cl)cc1)N1CCN(Cc2ccccc2)CC1	-3	-1.2	4	-1.0	6	-6	-13	0	3
O=C(Nc1ccc(Cl)cc1Cl)N1CCN(c2ncccn2)CC1	9	-0.1	-8	0.3	42*	10	-3	-8	8
Cc1csc(NC(=O)CSc2ccc(-c3ccccn3)nn2)n1	-2	-14	-3	-6.8	-3	-10	-1	5	-35
COc1ccc2c(c1)CCc1c(C(=O)NC3CCCCC3)noc1-2	-2	-1.5	-6	-1.1	3	-5	-2	2	9
Nc1ccc(-c2nc3ccccc3s2)cn1	2	-2.1	3	-1.2	11	-9	10	2	13
Cc1ccc(SCc2cc(=O)c3c(=O)n(-c4ccccc4)[nH]c3[nH]2)cc1	6	-1.0	3	-1.3	28	-9	-2	7	42
COc1cccc(S(=O)(=O)NCc2ccc(C(=O)Nc3cccc(Cl)c3)cc2)c1	6	-2.4	-6	0.6	11	-9	5	-9	5
CN(C)S(=O)(=O)c1cccc(N=C2NN=C(c3ccccc3)CS2)c1	8	-3.6	3	-3.2	18	6	-2	·	-5
Fc1cccc(/C=N/Nc2nncc3ccccc23)c1	-2	-2.1	9	-3.8	12	14	-3	-1	23
CC(=O)Nc1ccc(S(=O)(=O)N[C@H](C(=O)O)C(C)C)cc1	2	-3.4	-8	-3.7	-3	-5	-5	-2	-6
COc1cc(OC)cc(C(=O)N/N=C2/SCC(=O)N2Cc2ccco2)c1	-4	-3.1	2	1.2	16	-3	1	-1	5
COC(=O)c1sc(-c2ccccc2)cc1NC(=O)c1cc(OC)cc(OC)c1	0	-2.7	-2	1.2	0	-13	7	3	-14
O=C(CCS(=O)(=O)c1ccccc1Cl)NCc1ccc(F)cc1	1	-1.7	-5	-2.1	21	-8	-14	-1	28
CCN(CC)S(=O)(=O)c1ccc(C(=O)N(c2ccc(C)cc2)C2C=CS(=O)(=O)C2)cc1 (configuration not stated)	-1	-2.7	-1	-1.1	-20	3	-9	-3	10
CCCc1nnc(NC(=O)CC(=O)Nc2ccccc2C(=O)O)s1	-1	-3.3	11	-4.8	40*	-2	5	6	10
COc1ccc(OCC(=O)Nc2cc3c(cc2C(=O)O)OCCCO3)cc1	5	-4.6	4	-4.8	-18	-1	-11	-1	26
COc1cc(CNCCc2c[nH]c3ccccc23)cc(Cl)c1OCC(N)=O	4	0.1	-2	-3.0	-8	11	-13	-3	27
c1ccc(CN2CCN(c3nc4ccccc4s3)CC2)cc1	3	-3.1	-4	-0.8	7	1	-6	-4	·
CCCCCNC(=O)c1ccc2c(=O)n(CCCN3CCCC3=O)c(=S)[nH]c2c1	11	-2.9	-2	-0.4	8	3	12	2	4
CC1(C)N=C(N)N=C(N)N1c1ccc(OCCCOc2ccccc2)c(Cl)c1	0	-2.5	1	-2.4	16	-9	-5	3	42
CCOC(=O)CSCc1cn2cc(Cl)ccc2n1	-6	-2.7	-3	-0.1	2	8	2	5	10
COc1ccc(/C=C(\C#N)C(=O)Nc2cc(C)c(Cl)cc2OC)cc1O	-4	-1.9	2	-2.5	·	-6	-20	20*	25
CCOC(=O)C1C(=O)CC(=O)CC1CC(C)SCC (configuration not stated)	10	0.0	0	-3.1	23	2	-20	-3	-7
